# Assay outcomes (PubChem)
# S3 lipid droplet – qHTS Assay for Lipid Storage Modulators in Drosophila S3 Cells; 320,000 compounds, 0.64% hits; Potency in µM for hits, for the others lipid storage change, negative = inhibition, % at the top dose, mostly 46.1 µM; Drosophila S3 cells, BODIPY lipid droplet fluorescence, 18-24 h; cells fed with added oleic acid; active = well fitted inhibition curve with a large enough effect in the signal ratio, with a control signal flat, not every such curve was filed as active; inconclusive = small, poorly fitted or top-dose-only effect, or effect the other way, or a change in a side signal; the % refers to the signal ratio
#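 Laser-scanning cytometry quantifies lipid droplet accumulation (500–530 nm total intensity; droplet/cell object ratio) in oleic acid-fed (400 uM added) Drosophila S3 cells treated with a concentration series. 20 uM Triacsin C defined 100% inhibition.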
# S3 lipid droplet cell count max – further read-out of S3 lipid droplet, marked with its call; cell number change, %; measured here: cell count max response;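 cells counted by Cell Tracker Red CMTPX staining in the red channel; peak over a dose series mostly up to 46.1 µM; percent activity relative to internal control wells on each plate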
# Numbers without * were called inactive; i = inactive; u = inconclusive; x = no result given; & = joins results of further samples; [ ] = remark or other dose. % is scaled to controls: 0 for no effect and ±100 for the full control effect; potency is read from the fitted curve at half-maximal effect.
# Every second line gives: S3 lipid droplet	S3 lipid droplet cell count max
1. COc1ccc(N(C(=O)c2snc(C(N)=O)c2N)C(C(=O)NC2CCCC2)c2cc(OC)ccc2OC)cc1 (stereo not given)
  u	x
2. Cc1ccc(S(=O)(=O)NN2C(=O)c3ccccc3NC2c2ccccc2F)cc1 (stereo not given)
  u	x
3. CCN(CC)c1ccc(C(=O)NNC(=O)CCl)cc1
  u	x
4. COC(=O)c1ccc(-n2c(CCC(=O)O)ccc2-c2ccccc2)cc1
  2.9%	9.3
5. c1c2c(cc3sc(N4CCCCC4)nc13)OCCO2
  18.8%	5.7
6. O=C(Cc1ccccc1)Nc1ccc(NC(=O)c2ccccc2)nc1
  u	x
7. Cc1cc(C)c(NC(=O)CNC(=O)COC(=O)Cc2cccs2)c(C)c1
  6.8%	-1.5
8. COCCNC(=O)c1cc(-c2ccc3c(c2)OCO3)on1
  u	x
9. Cc1ccc(C(=O)NC2CCSC2=O)cc1 (stereo not given)
  u	x
10. CCOC(=O)c1cnn(-c2nc(-c3ccc(C)cc3)cs2)c1C(F)(F)F
  4.1%	-13.0
11. O=C1CC(NCc2ccco2)C(=O)N1CCc1ccccc1 (stereo not given)
  u	x
12. CN(C)S(=O)(=O)c1ccc(N2CCCC2=O)c([N+](=O)[O-])c1
  u	x
13. Cc1cccc(C)c1NC(=S)N(CCN(C)C)C(C)c1ccccn1 (stereo not given)
  4.4%	x
14. COc1cccc(-c2ncc3ccccc3c2COC(=O)N(C)C)c1
  u	x
15. Cc1nc(C)c(C(=O)OCC(=O)NCCc2ccc(F)cc2)s1
  u	x
16. O=C(Nc1nccs1)c1cc2c(s1)CCCCC2
  u	x
17. Cc1nc(C)c(C(=O)N2CCCC(CCC(=O)NCc3ccc(F)c(F)c3)C2)s1 (stereo not given)
  u	x
18. Cc1cc(C)nc(N/N=C/c2cn[nH]c2-c2ccccc2)n1
  11.9%	11.9
19. COc1ccc(NC(=O)c2ccccc2C)cc1
  25.7%	-21.5
20. COc1ccccc1NC(=O)CSc1nc2sc(C)c(C)c2c(=O)n1C
  u	x
21. COc1ccc(-n2nc(C(=O)NCC(=O)NCCC3=CCCCC3)c3ccccc3c2=O)cc1OC
  u	x
22. Cc1ccc(-c2c3c(=O)n(C)c(=O)n(C)c3cn2-n2cnnc2)cc1
  u	x
23. CC(=O)c1cccc(NC(=O)c2sc3nc4n(c(=O)c3c2C)CCCCC4)c1
  u	x
24. CCOC(=O)C1CCN(C(C(=O)NC2CCCC2)c2ccc(C)cc2)CC1 (stereo not given)
  u	x
25. COC(=O)c1ccccc1NC(=O)c1ccc(-c2cccc(Cl)c2)o1
  u	x
26. CCN1CCN(CC(O)COc2ccc(C)c(C)c2)CC1 (stereo not given)
  u	x
27. COc1ccc(CNC(=O)C2CC(C)=CCC2C(=O)O)cc1 (stereo not given)
  u	x
28. CCCCS(=O)(=O)N1CCN(S(=O)(=O)c2cccs2)CC1
  u	x
29. C/C(=N\N1CCN(c2ccc(Cl)cc2)CC1)c1cccc([N+](=O)[O-])c1
  u	x
30. O=C(c1cnc(Cl)c(Cl)c1)N1CCC(Cc2ccccc2)CC1
  u	x

# Retrieved by compound from the entries so far, 6 records:
# Every second line gives: S3 lipid droplet	S3 lipid droplet cell count max
13. Cc1cccc(C)c1NC(=S)N(CCN(C)C)C(C)c1ccccn1 (stereo not given)
  4.4%	x
5. c1c2c(cc3sc(N4CCCCC4)nc13)OCCO2
  18.8%	5.7
15. Cc1nc(C)c(C(=O)OCC(=O)NCCc2ccc(F)cc2)s1
  u	x
27. COc1ccc(CNC(=O)C2CC(C)=CCC2C(=O)O)cc1 (stereo not given)
  u	x
6. O=C(Cc1ccccc1)Nc1ccc(NC(=O)c2ccccc2)nc1
  u	x
28. CCCCS(=O)(=O)N1CCN(S(=O)(=O)c2cccs2)CC1
  u	x

# Further entries follow.
# Every second line gives: S3 lipid droplet	S3 lipid droplet cell count max
31. Cc1nn(Cc2ccc(Cl)cc2)c(C)c1NC(=O)c1cc(-c2ccc3c(c2)OCO3)on1
  u	x
32. CCOc1ccc(NC(=O)CC2C(=O)NCCN2C(=O)Nc2ccccc2)cc1 (stereo not given)
  -11.6%	-2.8
33. Cc1ccc(-n2nc3c(=O)n(CC(=O)NC(C)CCc4ccccc4)nc(C)c3c2C)cc1 (stereo not given)
  i	-23.8
34. CCN1CCN(Cc2ccc(OCc3ccccc3)cc2)CC1
  u	x
35. Cc1cccc(N(C(=O)c2snc(C(N)=O)c2N)C(C(=O)NC2CCCC2)c2ccco2)c1 (stereo not given)
  u	x
36. COc1ccc(C)cc1NC(=O)C(=O)c1cn(CC(=O)N2CCCC2)c2ccccc12
  u	x
37. Cc1cccc(Cn2nc(C)cc2NC(=O)Cn2cc([N+](=O)[O-])cn2)c1
  4.5%	13.0
38. CCCCCN(C(=O)CCC(=O)OCC(=O)c1ccc(C(C)(C)C)cc1)c1c(N)n(CCCC)c(=O)[nH]c1=O
  u	x
39. Cc1cccc(CSc2nnc3c(n2)[nH]c2ccccc23)c1
  u	x
40. O=C(c1ccc2nc(N3CCOCC3)sc2c1)N1CCN(C(=O)c2ccco2)CC1
  -11.2%	-3.3
41. O=C(NCc1ccccn1)c1ccc2nc(-c3ccco3)c(-c3ccco3)nc2c1
  i	x
42. O=C(O)C1CC(=O)N(Cc2cccs2)C1 (stereo not given)
  u	x
43. COc1ccc(S(=O)(=O)N(C)c2ccc(C(=O)Nc3c(C)n(C)n(-c4ccccc4)c3=O)cc2)cc1
  -10.0%	-20.8
44. COc1ccc(S(=O)(=O)NNC(=O)C(=O)NNc2ccccn2)cc1
  -6.2%	14.2
45. CCOCC(=O)Nc1nnc(COC)s1
  u	x
46. CN(C)CCOC(c1ccccc1)c1ccccc1
  -4.3%&2.0%	-2.1&1.3
47. COC(=O)[C@@]12OC[C@]34[C@H]([C@@H](O)[C@@H]1O)[C@@]1(C)C(=O)C(O[C@@H]5OC(CO)[C@@H](O)[C@@H](O)[C@@H]5O)=C[C@@H](C)[C@@H]1C[C@H]3OC(=O)[C@H](OC(=O)/C=C(\C)C(C)(C)OC(C)=O)[C@@H]24 (stereo not given in full)
  u	x
48. Cc1ccc(S(=O)(=O)NNC(=S)Nc2ccc(Cl)cc2)cc1
  5.3%	1.2
49. CCOc1ccc(CCNC(=O)COC(=O)COc2ccc(Br)cc2)cc1OCC
  u	x
50. CCS(=O)(=O)N1CCCC(C(=O)Oc2ccc(Br)cc2)C1 (stereo not given)
  -18.8%	-18.6
51. S=C(NCc1cccs1)Nc1cccc(Cl)c1
  i	x
52. COc1ccc(C(CNC(=O)C2CC(=O)N(Cc3ccccc3)C2)N2CCCC2)cc1 (stereo not given)
  4.9%	1.8
53. COc1cc(CNC(=O)C2CC2)ccc1OCc1ccccc1
  i	23.1
54. CC1CCC(NC(=O)CCNS(=O)(=O)c2ccccc2)CC1 (stereo not given)
  u	x
55. CC(=O)N1N=C(c2c(-c3ccccc3)c3cc(C)ccc3[nH]c2=O)CC1c1ccco1 (stereo not given)
  21.2%	x
56. O=C(O)CCC(=O)Nc1ccc(N=Nc2ccccc2)cc1
  i	-12.6
57. CCN(CC(=O)NCc1cccs1)C(=O)c1cccc(S(=O)(=O)NC)c1
  u	x
58. COc1ccc(-c2nc(-c3ccncc3)no2)c(OC)c1
  u	x
59. Cc1cccc(OCCN2C(=O)c3ccccc3C2=O)c1
  u	x
60. c1cncc(Nc2nc(-c3ccncc3)cs2)c1
  u	x
61. CC1C=CCC2C(=O)N(c3cccc(C(=O)NCc4ccccc4)c3)C(=O)C12 (stereo not given)
  11.8%	13.8
62. Cc1ccc(CNC(=O)CCS(=O)(=O)c2cc3c(cc2C)NC(=O)CO3)cc1
  u	x
63. O=C1c2ccccc2C2(c3ccccc3)NCCN12 (stereo not given)
  6.5%	2.9
64. O=C(O)c1cccc(N/N=C/c2ccc(-c3ccccc3)cc2)c1
  4.3%	2.1
65. CCn1c(SCC(=O)NNC(=S)Nc2ccc(C)cc2)nnc1-c1ccc(Cl)cc1
  9.1%	-12.9
66. Cc1cccc(CN(C)CCc2ccccn2)c1
  u	x
67. CS(=O)(=O)N1CCC(C(=O)Nc2ccccc2F)CC1
  -4.1%	6.9
68. CC(C)(C)N1C(=O)[C@H]2[C@@H](c3ccc(Br)cc3)N3C(=O)N(c4cccc(F)c4)C(=O)[C@@]3(Cc3ccccc3)[C@H]2C1=O
  5.0%	-18.9
69. CC(=O)NC(Cc1cccc(C)c1)C(=O)NC1CCN(c2ncccc2[N+](=O)[O-])CC1 (stereo not given)
  4.0%	-22.2
70. Cc1ccc(C)c(NC(=S)NC2CC3CCC(C2)N3Cc2ccco2)c1 (stereo not given)
  2.3%	5.8
71. CCN(CC)c1ccc(NC(=O)COC(=O)c2ccc3ccccc3n2)cc1
  i	x
72. N/C(=N\OC(=O)c1cccc(Cl)c1)c1ccncc1
  20.2%	26.5
73. COc1ccc(Cl)cc1NC(=O)NC(C)C(C)(C)C (stereo not given)
  0.7%	0.4
74. Cc1c(Cl)cccc1NC(=O)NNC(=O)CCc1ccccc1
  i[0.369 µM]	-6.3
75. Cc1ccc(S(=O)(=O)Nc2ccc(S(=O)(=O)Nc3cc(C)nc(C)n3)cc2)cc1
  u	x
76. O=C1C(Cl)=C(NCC2CCCO2)C(=O)N1CCc1ccccc1 (stereo not given)
  i	x
77. NS(=O)(=O)c1cc2c(cc1Cl)NC(c1ccccc1OCC(=O)O)NS2(=O)=O (stereo not given)
  i	-10.4
78. N/C(=N\OC(=O)CC(c1ccccc1)c1ccccc1)c1cccnc1
  -0.5%	7.6
79. COc1ccc(/C=N/NC(=O)c2cc(C(C)(C)C)[nH]n2)cc1COc1ccc(F)cc1F
  1.9%	1.8
80. COc1ccc(OC)c(/C(O)=C/C(=O)C(=O)Nc2cc(C)ccc2OC)c1
  u	x
81. CCOC(=O)c1sc(NC(=O)C(OC(C)=O)c2ccccc2)nc1C (stereo not given)
  u	x
82. CC1=NN(c2ccc(Cl)c(C(=O)O)c2)C(=O)C1
  -1.7%	17.8
83. COc1cccc(S(=O)(=O)NCc2ccc(C(=O)N3CCN(c4ccccc4OC)CC3)cc2)c1
  u	x
84. CC(=O)c1ccc(N2CCN(C(=O)c3ccc(Cl)c(S(=O)(=O)NC4CC4)c3)CC2)c(F)c1
  u	x
85. COc1ccccc1/C=C/C(=O)Nc1nc(N)n(-c2ccccc2)n1
  u	x
86. CN1C(=O)CC(n2c(CO)nc3ccccc32)C1=O (stereo not given)
  u	x
87. CCC(=O)N1c2ccc(S(=O)(=O)CCC(=O)NCCC3=CCCCC3)cc2CC1C (stereo not given)
  -2.1%	-6.0
88. CC(=O)NNS(=O)(=O)c1scc(S(=O)(=O)c2ccc(Cl)cc2)c1C
  1.3%	14.7
89. NC(=S)NC1CC2CC1C1C=CCC21 (stereo not given)
  12.8%	-4.3
90. O=C(COc1ccccc1)NCc1nnc(SCC(=O)Nc2nccs2)n1-c1ccccc1
  u	x

# New compounds follow.
# Every second line gives: S3 lipid droplet	S3 lipid droplet cell count max
91. CCN1/C(=C2\C(=O)N(C)C(=S)N2C)C=Cc2ccccc21
  14.3%	4.6
92. CCOC(=O)C1CCN(c2c(Nc3ccc(C)c(C)c3)c(=O)c2=O)CC1
  -19.0%	6.9
93. CC(=O)Oc1ccccc1-n1c(C)nc(=O)c(-c2ccccc2)c1C
  u	x
94. CCOC(=O)C1C(=O)C=C(c2ccc(Br)cc2)CC1c1ccco1 (stereo not given)
  u	x
95. COc1ccccc1CNC(=O)Cc1c[nH]c2ccccc12
  u	x
96. CC(=O)Oc1ccc(C(=O)Nc2cc(C)on2)cc1
  u	x
97. N#C/C(=C1/C(=O)Nc2ccc(Br)cc21)c1ccccn1
  u	x
98. Cc1cccc(C2c3[nH]c4ccccc4c3CCN2Cc2cnn(-c3ccc(F)cc3)c2)n1 (stereo not given)
  1.5%	8.7
99. COc1ccc(NC(=O)CN(C)S(=O)(=O)c2cccc3cccnc23)cc1
  u	x
100. Cn1c(Cc2ccccc2)nnc1SCC(=O)Nc1ccc(N2CCOCC2)cc1
  u	x
101. c1ccc(Cc2nc3ccccc3n2Cc2ccccc2)cc1
  i	x
102. NNC(=O)c1ccc(Cn2cc(Cl)cn2)cc1
  u	x
103. O=C(CSc1n[nH]c(-c2ccncc2)n1)c1ccccc1
  i	x
104. Cc1ccc(S(=O)(=O)N(C)CC(=O)OCC(=O)N2CCCC2=O)cc1
  u	x
105. COc1ccc(CCNC(=O)C(=O)NCCOc2ccccc2)cc1OC
  u	x
106. Cn1cncc1C#Cc1c(C=O)[nH]c2ccccc12
  -30.1%	8.0
107. Cc1ccc(OCCn2c(CCCO)nc3ccccc32)cc1
  u	x
108. NC(=O)c1oc2ccccc2c1NC(=O)c1nc2ccccc2s1
  21.8%	-5.2
109. Cc1ccsc1C(=O)OCC(=O)c1cc2ccccc2o1
  u	x
110. Cc1ccc(NC(=O)CCc2c(C)nn(-c3ccc(N4CCOCC4)nn3)c2C)cc1F
  i	-9.0
111. CCN(CCCCCN(C)C)Cc1cc2ccccc2o1
  u	x
112. Fc1cccc(Cl)c1Cn1nnc(-c2ccc3c(c2)OCO3)n1
  u	x
113. CCN1CCCC1CNC(=O)c1cc2c(-c3ccc(Cl)cc3)nn(C)c2s1 (stereo not given)
  u	x
114. Cc1n(C)c2cc(Cl)ccc2[n+]1Cc1ccccc1
  u	x
115. COc1ccc(N2C(=O)CSC23C(=O)N2c4c(cccc43)C(C)=CC2(C)C)cc1 (stereo not given)
  u	x
116. CCn1c(CN2CCN(C(=O)c3ccco3)CC2)nc2c1c(=O)n(C)c(=O)n2C
  u	x
117. CC(NC(=O)c1cccnc1)C(=O)O (stereo not given)
  -8.8%	5.9

# A portion of the library, so the mix of outcomes need not match the whole.
